High-throughput results from PubChem.
SENP6 block – blocks the human protease SENP6. Q9GZR1. Recombinant SENP6 catalytic domain, aminoluciferin luminescence. inhibition, % at 10 µM. 330,000 compounds, 1.8% hits;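 active = inhibition above about 50% at the single tested dose, limit read from the data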;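 note: plate controls were DMSO wells with enzyme for no effect and DMSO wells lacking enzyme for full effect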
Target sequence (Q9GZR1 628-1112 limits assumed): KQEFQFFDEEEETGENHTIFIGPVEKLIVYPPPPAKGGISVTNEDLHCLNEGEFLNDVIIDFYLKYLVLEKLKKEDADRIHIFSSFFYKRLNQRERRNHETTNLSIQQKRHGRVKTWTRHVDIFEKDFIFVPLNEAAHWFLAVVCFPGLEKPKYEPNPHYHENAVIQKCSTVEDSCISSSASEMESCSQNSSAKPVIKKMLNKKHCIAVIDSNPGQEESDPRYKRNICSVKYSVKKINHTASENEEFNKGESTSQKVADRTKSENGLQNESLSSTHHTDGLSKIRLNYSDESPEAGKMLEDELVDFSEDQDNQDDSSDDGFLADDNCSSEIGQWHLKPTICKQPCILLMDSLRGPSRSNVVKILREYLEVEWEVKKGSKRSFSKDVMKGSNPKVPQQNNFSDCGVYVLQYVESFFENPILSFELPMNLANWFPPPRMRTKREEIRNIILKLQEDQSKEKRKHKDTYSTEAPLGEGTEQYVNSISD
Apaf-1 inh – human Apaf-1 inhibition | O14727 | reconstituted apoptosome caspase-3 activity, DEVD-Rh110 fluorescence | inhibition, % at 20 µM | 330,000 compounds, 0.71% hits; active = inhibition of at least 40% at 20 µM;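 note: plate controls were DMSO wells for no effect and DEVD-CHO caspase inhibitor wells for full effect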
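detection = Rh110 fluorescence intensity | test system = biochemical Apaf-1 apoptosome reconstitution | also added = cytochrome c and DEVD-Rh110 substrate | schedule = 30 min plus 50 min, RT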
SENP8 block-1 – inhibitors of human SENP8 protease. recombinant SENP8, Nedd8 substrate fluorescence. inhibition, % at 20 µM. 360,000 compounds, 0.64% hits. AID 602440; in the data active = inhibition mostly above about 40%, no sharp cut-off; inactive = mostly below about 27%
Target sequence (Q96LD8 whole entry, looked up): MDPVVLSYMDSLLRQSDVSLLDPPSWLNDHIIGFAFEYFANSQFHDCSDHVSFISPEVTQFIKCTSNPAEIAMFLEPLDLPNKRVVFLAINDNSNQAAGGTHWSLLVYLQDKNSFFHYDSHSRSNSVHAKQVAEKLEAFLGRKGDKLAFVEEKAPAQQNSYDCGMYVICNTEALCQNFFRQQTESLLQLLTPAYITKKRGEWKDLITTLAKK
SENP1 inh – blocks the human SENP1 SUMO protease catalytic domain. recombinant SENP1 catalytic domain, CyPet-SUMO1-YPet FRET cleavage. inhibition, % at 10 µM. 360,000 compounds, 0.21% hits. AID 624204;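 active = inhibition at least 30% at 10 µM, raw YFP signal under a set limit, fluorescence ratio 0.5 to 1.5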;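 note: 0% = enzyme with DMSO and 100% = no enzyme wells; some results filed as inactive read as strong as hits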
Target sequence (Q9P0U3 419-644 limits assumed): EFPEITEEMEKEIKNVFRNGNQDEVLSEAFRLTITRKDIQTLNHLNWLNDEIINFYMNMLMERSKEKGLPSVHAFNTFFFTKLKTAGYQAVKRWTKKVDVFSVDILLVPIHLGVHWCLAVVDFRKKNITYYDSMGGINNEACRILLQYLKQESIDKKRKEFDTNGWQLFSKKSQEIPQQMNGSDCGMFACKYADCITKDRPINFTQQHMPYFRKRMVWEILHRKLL
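Compound: 10 µM single point, 0.5% DMSO; Test system: hSENP1 catalytic domain, recombinant; Timing: 50 min reaction at room temperature; Technique: FRET, CFP and YFP emission; Control set: no-enzyme wells low, DMSO-plus-enzyme wells high control.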
HKDC1 inh – inhibitors of human hexokinase HKDC1; 340,000 compounds, 0.16% hits; inhibition, % at 20 µM; recombinant HKDC1, G6PDH/diaphorase resazurin coupled fluorescence;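 active = inhibition above about 35% when tested at 20 µM, limit read from the data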;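 note: plate controls were DMSO wells with enzyme for no effect and DMSO wells lacking enzyme for full effect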
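Material: recombinant HKDC1 hexokinase; Amount: HKDC1 at 5 µg/mL; Medium: Tris pH 8.0 buffer with MgCl2, Tween-20, BSA, BME; Schedule: 90 min reaction incubation at room temperature, dark; Technique: coupled resazurin fluorescence, excitation 525 nm, emission 613 nm.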
NLRP3 yeast inh – NALP3 inhibition in yeast. Yeast reconstituted NLRP3/ASC/caspase-1, beta-gal luminescence, 24 h. inhibition, % at 10 µM. 330,000 compounds, 0.39% hits. AID 2825;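 active = inhibition of 50% or more; inactive = inhibition below 50%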;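 note: plate controls were induced DMSO wells for no effect and uninduced yeast grown without galactose for full effect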
SENP7 block – inhibitors of human SENP7 protease. 330,000 compounds, 1.5% hits. Q9BQF6. inhibition, % at 5 µM. recombinant SENP7, Z-RLRGG-aminoluciferin luminescence, 40 min;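 active = inhibition above about 50% at the single test dose, limit read from the data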;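 note: plate controls were DMSO with enzyme for no effect and no enzyme buffer wells for full effect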
PfGluPho inh – PfG6PD (Plasmodium falciparum) enzyme inhibition. inhibition, % at 20 µM. PfGluPho enzyme, NADPH resazurin-diaphorase fluorescence. AID 504690. 350,000 compounds, 0.78% hits;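 active = inhibition reaching at least a set limit at 20 µM in the primary screen, cut at about 59% in these data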;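 note: 0% = DMSO wells with substrate and 100% = DMSO wells lacking glucose-6-phosphate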
SENP8 block-2 – inhibitors of human SENP8 protease; purified SENP8, Z-RLRGG-aminoluciferin cleavage, luminescence; 330,000 compounds, 1.2% hits; AID 2540; inhibition, % at 10 µM; Q96LD8; in the data active = inhibition above about 50%
* hit, by the source's call; nt = no result given.

item	SMILES	SENP1 inh	SENP8 block-2	SENP7 block	SENP8 block-1	PfGluPho inh
1	CCC(=O)N1N=C(c2ccc(Cl)cc2)CC1c1ccco1 (stereo not drawn)	-1	-4	1	6	4
2	CC(OC(=O)C1CCN(c2ccc(C(F)(F)F)cn2)CC1)C(=O)Nc1cccc([N+](=O)[O-])c1 (stereo not drawn)	-3	-5	3	0	28
3	O=C1c2ccccc2C(=O)N1CCCC(=O)N1CCCc2ccccc21	0	2	2	19	-2
4	COc1cc(OC)cc(-c2nnc(SCC(=O)N3c4ccccc4Sc4ccccc43)o2)c1	0	-4	-5	29	-3
5	COc1ccc(/C=C/C(=O)O)cc1Cl	1	-3	-7	39	-8
6	CCN(CC)CCOC(=O)c1c(C)oc2ccc(O)cc12	2	-5	5	12	9
7	O=C(CSc1ncn[nH]1)Nc1ccc([N+](=O)[O-])cc1Br	-1	-10	-2	-5	-11
8	CCn1nnnc1SCC(=O)Nc1nc2ccccc2s1	2	-11	-6	17	7
9	CCOc1ccc(C(=O)CCC(=O)NN2C(=O)NC3(CCCCC3)C2=O)cc1	5	2	-4	0	-11
10	CCOC(=O)c1c(C)[nH]c(C(=O)COC(=O)CCNS(=O)(=O)c2ccc(NC(C)=O)cc2)c1C	1	0	4	6	8
11	C[C@H](CO)N1C[C@H](C)[C@@H](CN(C)C(=O)Nc2ccccc2)Oc2ccc(NC(=O)Cn3cnnn3)cc2C1=O	-2	7	-7	5	16
12	COCC(=O)N1CCC(Oc2ccc(C(=O)NC3Cc4ccccc4C3)cc2)CC1	0	-11	10	14	4

item	NLRP3 yeast inh	Apaf-1 inh	SENP6 block	HKDC1 inh
1	1	10	-4	0
2	12	16	-1	2
3	-1	3	-2	0
4	19	4	-21	1
5	7	-14	-29	-7
6	4	7	-10	5
7	8	-2	-24	6
8	8	1	-7	8
9	15	-4	-20	-1
10	18	-3	6	2
11	8	-15	-11	-3
12	14	-4	-12	-1

Following part.
item	SMILES	SENP1 inh	SENP8 block-2	SENP7 block	SENP8 block-1	PfGluPho inh
13	COc1ccccc1NC(=O)CCS(=O)(=O)c1ccc2c(c1)NC(=O)C(C)S2 (stereo not drawn)	3	0	4	14	-4
14	O=C(CC1(O)C(=O)N(Cc2ccccc2)c2ccccc21)c1ccncc1 (stereo not drawn)	1	-1	-5	14	-2
15	Cc1ccc(C)c(NC(=O)C(CC(=O)O)Cc2ccccc2)c1 (stereo not drawn)	0	0	-3	12	-18
16	CC(C)n1cnc2cc(NCc3ccccn3)ccc21	-12	1	4	-16	11
17	CN(C)CCCNC(=S)NCC(c1ccc(Cl)cc1Cl)c1c[nH]c2ccccc12 (stereo not drawn)	-1	2	-4	8	16
18	COc1ccc(-c2c3c(=O)n(C)c(=O)n(C)c3cn2-c2ccc(O)cc2)cc1	2	0	6	-379	7
19	O=C(CCC(=O)N1CCN(C2CCCC2)CC1)Nc1nnc(C(F)(F)F)s1	3	1	-3	10	-25
20	O=C1C(Cl)=C(Nc2ccccc2O)C(=O)N1c1ccccc1	8	14	27	19	44
21	COc1cc(Cl)ccc1OCc1cc(C(=O)N2CCCCCC2)no1	2	3	-3	22	1
22	CCCc1nc(N)sc1C(=O)OCC	0	2	6	12	5
23	Cc1cc(C)nc(NC(=S)Nc2ccc(Br)cc2Cl)c1	-1	3	7	0	-2
24	CCOc1ccc(-n2ccnc2SCC(=O)Nc2cc(C)on2)cc1	-1	1	3	12	12

item	NLRP3 yeast inh	Apaf-1 inh	SENP6 block	HKDC1 inh
13	5	4	3	-4
14	-16	13	9	-1
15	19	-11	-2	-11
16	5	-7	-1	-11
17	12	41*	-16	0
18	8	-8	-25	-2
19	4	-4	4	7
20	48	10	52*	10
21	31	5	7	1
22	8	-9	-3	-7
23	24	-6	-7	-6
24	15	-17	2	-3

Structural class: those above with two or more sulfur atoms.
item	SMILES	SENP1 inh	SENP8 block-2	SENP7 block	SENP8 block-1	PfGluPho inh
4	COc1cc(OC)cc(-c2nnc(SCC(=O)N3c4ccccc4Sc4ccccc43)o2)c1	0	-4	-5	29	-3
8	CCn1nnnc1SCC(=O)Nc1nc2ccccc2s1	2	-11	-6	17	7
13	COc1ccccc1NC(=O)CCS(=O)(=O)c1ccc2c(c1)NC(=O)C(C)S2 (stereo not drawn)	3	0	4	14	-4

item	NLRP3 yeast inh	Apaf-1 inh	SENP6 block	HKDC1 inh
4	19	4	-21	1
8	8	1	-7	8
13	5	4	3	-4

Single values from the list:
Value of compound 14 under SENP7 block: -5
Value of compound 17 under SENP8 block-1: 8
Value of compound 15 under PfGluPho inh: -18

Continued.
item	SMILES	SENP1 inh	SENP8 block-2	SENP7 block	SENP8 block-1	PfGluPho inh
25	Cc1cc(N2CCCCC2)n2ncc(-c3ccccc3)c2n1	-1	29	53*	-484	-7
26	CCOc1cc2c3c(c1)C(C)=CC(C)(C)N3C(=O)C2=O	-4	1	3	8	13
27	O=C(CN1C(=O)NC2(CCCC2)C1=O)Nc1cc(C(F)(F)F)ccc1N1CCCCC1	-2	2	2	-5	5
28	O=C(Cc1ccc(NC2=NC3CS(=O)(=O)CC3S2)cc1)NCCc1ccccc1 (stereo not drawn)	1	-2	-1	0	-9
29	CCn1c(/C=N/c2nc3ccccc3n2C)nc2ccccc21	-10	13	-4	-19	1
30	O=C(c1ccc(Cl)cc1)c1cc([N+](=O)[O-])ccc1N1CCOCC1	-2	6	2	13	27
31	NC(=O)CC(NC(=O)Cc1ccc(Br)cc1)c1ccc(NC2CCCCCCC2)c([N+](=O)[O-])c1 (stereo not drawn)	4	nt	nt	16	17
32	COc1ccc(-c2cc3cc(OC)c(OC)cc3cn2)cc1	1	33	47	-340	36
33	O=C(CCN1C(=O)c2ccncc2C1=O)Nc1ccc(F)cc1	1	3	-4	0	4
34	Cc1cccc(C)c1OCCCn1ccnc1	1	-4	10	4	-6
35	CCCCCCCCCn1c2c(c(=N)c3c1CCC3)CCC2	-1	-5	-6	13	-20
36	CCOC(=O)C1=C(N)Oc2cc(C)n(CCc3ccc(OC)c(OC)c3)c(=O)c2C1c1cccnc1 (stereo not drawn)	0	-8	-2	9	-7

item	NLRP3 yeast inh	Apaf-1 inh	SENP6 block	HKDC1 inh
25	36	23	50*	-3
26	29	5	-5	17
27	4	21	-4	1
28	11	0	-2	-6
29	-8	3	-25	15
30	-4	-6	10	2
31	nt	nt	nt	0
32	42	16	-14	8
33	-2	3	-35	-2
34	1	-21	-29	-6
35	59*	50*	-23	-6
36	10	9	-2	6

Marked active in SENP6 block (from the list above):
item | mol | SENP1 inh | SENP7 block | SENP8 block-1 | PfGluPho inh | NLRP3 yeast inh | SENP6 block | HKDC1 inh
20 | O=C1C(Cl)=C(Nc2ccccc2O)C(=O)N1c1ccccc1 | 8 | 27 | 19 | 44 | 48 | 52* | 10
25 | Cc1cc(N2CCCCC2)n2ncc(-c3ccccc3)c2n1 | -1 | 53* | -484 | -7 | 36 | 50* | -3

Going on with the list.
item	SMILES	SENP1 inh	SENP8 block-2	SENP7 block	SENP8 block-1	PfGluPho inh
37	CCN(CC)CCN1c2ccccc2Sc2ccccc21	-1	-3	-1	-14	-3
38	C[C@H](NC(=O)c1nc[nH]c1C(=O)N1CCN(c2ccccc2)CC1)C(=O)OC(C)(C)C	-7	-9	-13	0	-11
39	CCOC(=O)c1sc2nc(CSc3ccccc3)nc(N3CCCN(C)CC3)c2c1C	-3	-7	3	-73	20
40	N#C/C(=C\c1cccs1)C(=O)c1ccccc1	-21	-10	-11	-40	17
41	CCc1cc(Cn2nc(-c3ccccc3C)cc2C(=O)O)on1	2	-2	0	14	1
42	COc1cc(C(=O)NCC(c2cccnc2)N2CCN(c3ccccc3)CC2)cc(OC)c1OC (stereo not drawn)	-2	-9	13	0	-3
43	CCc1cc(=O)oc2c(C)c(OCC(=O)N3CCC(C(=O)O)CC3)ccc12	0	-13	-5	-132	-8
44	CN1CCN(C(=O)c2ccc(N(Cc3ccccc3Cl)S(C)(=O)=O)cc2)CC1	4	6	2	7	-2
45	Cc1cc(=O)oc2cc(Nc3ccccc3)ccc12	-40	7	9	-259	21
46	COc1cccc2cc(C(=O)OCc3ccccc3)c(=O)oc12	3	-16	3	-16	4
47	COc1ccc(C(=O)Nc2nnc(SCC(=O)NC3CC3)s2)cc1	2	12	30	-8	28
48	Cc1ccc(OCC(=O)n2nc(C)cc2C)c(C)c1	3	-24	-13	26	-2
49	CN1CCCCc2c1[nH]c1ccccc1c2=O	-61	-5	-4	-167	12
50	Cc1c(C(=O)N2CCN(C(=O)c3ccco3)CC2)oc2c(Cl)cccc12	-1	4	-3	10	1
51	CN(C)CCN(Cc1ccco1)c1ccccn1	1	nt	nt	16	-12

item	NLRP3 yeast inh	Apaf-1 inh	SENP6 block	HKDC1 inh
37	21	7	-1	3
38	5	6	-16	-5
39	40	15	-10	3
40	-12	7	-38	5
41	2	-6	-4	-1
42	-2	-2	-27	-5
43	2	2	-24	2
44	12	-18	-7	-5
45	41	1	48	-2
46	18	14	18	-5
47	20	0	-3	-1
48	6	-2	-13	-1
49	15	5	-8	2
50	29	6	-9	-5
51	nt	nt	nt	-5

Entries by screen from the entries so far.
Entries 37–45 in SENP6 block, in turn: -1, -16, -10, -38, -4, -27, -24, -7, 48
